# pCIP destab: lowers stability of the mouse p/CIP coactivator protein. F442A p/CIP-EGFP cells, EGFP fluorescence, 16 h. decrease of EGFP signal, % at 10 µM. 0.01% of 290,000 active;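 active = EGFP signal decrease of at least 30% at 10 µM or well 3 SD below plate mean, unless failing retest; inactive = the rest, including hits failing retest or dose response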; also: some compounds called inactive have numbers as strong as hits; many of its hits are not listed in these tables
# M4 PAM: potentiates acetylcholine response at human M4 receptor; P08173; CHO-K1 hM4/Gqi5, Fluo-8 calcium fluorescence, ACh EC20; 0% = ACh EC20, 100% = maximal ACh; activation, % at 3 µM; 0.4% of 360,000 active;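 active = activation above its plate's cutoff, the mean activation of sample wells plus 3 SD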; also: some results filed as inactive read as strong as hits
# Target sequence (P08173 whole entry, looked up): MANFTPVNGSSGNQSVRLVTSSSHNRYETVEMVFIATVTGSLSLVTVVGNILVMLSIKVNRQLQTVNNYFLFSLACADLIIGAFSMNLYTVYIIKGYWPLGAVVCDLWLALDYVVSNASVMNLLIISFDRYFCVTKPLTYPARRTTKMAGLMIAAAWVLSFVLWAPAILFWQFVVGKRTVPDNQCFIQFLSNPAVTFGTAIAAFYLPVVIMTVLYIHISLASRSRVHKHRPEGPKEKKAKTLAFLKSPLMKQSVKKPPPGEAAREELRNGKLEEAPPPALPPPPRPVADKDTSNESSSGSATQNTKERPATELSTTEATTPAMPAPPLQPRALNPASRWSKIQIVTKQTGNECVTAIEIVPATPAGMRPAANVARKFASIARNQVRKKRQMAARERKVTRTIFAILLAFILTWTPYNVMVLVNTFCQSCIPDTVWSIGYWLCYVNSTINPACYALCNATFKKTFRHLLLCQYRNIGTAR
# CRFR2-BP ag: CRF-BP/CRF-R2 complex agonism. 0.46% of 350,000 active. activation, % at 13.2 µM. HEK293 CRF-R2/CRF-BP, calcium dye fluorescence (FLIPR); percent of saturating CRF peptide response;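 active = activation of at least 50%, plus an integration ratio under a set limit after plate pattern correction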;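 also: plate controls were neutral control wells without compound for no effect and CRF at EC100 for full effect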
# PHOSPHO1 block: inhibitors of human PHOSPHO1 phosphatase. Q8TCT1. recombinant PHOSPHO1, absorbance phosphatase assay. 1.1% of 290,000 active. inhibition, % at 13.3 µM; in the data active = inhibition above about 60%
# IDE inh: inhibits human insulin-degrading enzyme in HEK cells; FAbetaB cleavage, fluorescence polarization; P14735; 0.41% of 320,000 active; inhibition, % at 5.59 µM; AID 434962;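 active = percent inhibition above the average of all tested compounds plus 3 SD, set per screening campaign, cut at about 16% in these data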;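 also: IDE supplied by intact live HEK cells; FP after avidin binding of uncleaved biotin substrate so inhibition keeps polarization high; 0% = DMSO wells and 100% = 60 µM reference IDE inhibitor Ii1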
# CRFR2-BP antag: antagonists of CRF-binding protein/CRF-R2 receptor complex; HEK293 CRF-R2/CRF-BP, CRF-induced calcium fluorescence; inhibition, % at 11.8 µM; 0.59% of 350,000 active;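 active = inhibition of the ligand-induced calcium signal above about 50% at the single tested concentration, limit read from the data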
# GalR3 antag: antagonists of human GalR3. O60755. 0.44% of 360,000 active. HEK293 GalR3-CNG cAMP membrane potential fluorescence; galR3 body fused to GalR1 C-terminus. inhibition, % at 3 µM;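 active = inhibition above the screen-wide average plus 3 SD, cut at about 13% in these data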;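 also: forskolin and galanin both at EC90 stimulate the cells; cAMP rise reported by CNG channel membrane potential dye signal; 0% = forskolin plus galanin with DMSO and 100% = forskolin alone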
# MEKK3 PB1 HTS: MEKK3-MEK5 PB1 interaction, increase or decrease; Q99759; bead-based flow cytometry, Alexa488-MEK5 binding to MEKK3; actives lie on both sides; 0 = blocked by unlabeled MEK5, 100 = vehicle; binding response (% of control), % at 10 µM; 1.4% of 290,000 active; AID 1529;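 active = binding response more than 3 SD above or below the average of its plate-row segment, actives on both sides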;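 also: Alexa488 bead fluorescence after subtracting the streptavidin-only scavenger bead signal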
# Target sequence (Q99759 whole entry, looked up): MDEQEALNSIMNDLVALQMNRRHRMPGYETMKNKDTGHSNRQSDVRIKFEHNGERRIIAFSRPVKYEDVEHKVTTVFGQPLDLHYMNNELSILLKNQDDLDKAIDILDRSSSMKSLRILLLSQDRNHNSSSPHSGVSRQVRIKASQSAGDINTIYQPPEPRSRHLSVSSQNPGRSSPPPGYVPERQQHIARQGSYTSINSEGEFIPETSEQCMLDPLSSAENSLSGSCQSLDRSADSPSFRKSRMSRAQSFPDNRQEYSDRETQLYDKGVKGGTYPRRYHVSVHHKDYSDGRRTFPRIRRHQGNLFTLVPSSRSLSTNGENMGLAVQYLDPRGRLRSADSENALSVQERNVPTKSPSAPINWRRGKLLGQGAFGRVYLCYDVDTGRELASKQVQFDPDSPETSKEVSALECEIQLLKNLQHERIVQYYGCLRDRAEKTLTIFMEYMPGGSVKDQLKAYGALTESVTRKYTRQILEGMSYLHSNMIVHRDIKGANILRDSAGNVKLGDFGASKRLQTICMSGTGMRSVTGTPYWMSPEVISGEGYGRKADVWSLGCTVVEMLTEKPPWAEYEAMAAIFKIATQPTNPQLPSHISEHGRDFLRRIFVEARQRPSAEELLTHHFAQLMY
# IDE cell activ: IDE (human) activation, cell-based | P14735 | HEK cells, FAbeta-B cleavage, fluorescence polarization; 0% vehicle, 100% cell-free pure enzyme wells | activation, % at 5.96 µM | 0.073% of 340,000 active | AID 493087;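 active = activation above the mean of all tested compounds plus 3 SD, set per screening campaign, cut at about 17% in these data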
# Numbers without * were called inactive; / = not tested or not shown.
SMILES,pCIP destab,M4 PAM,CRFR2-BP ag,PHOSPHO1 block,IDE inh,CRFR2-BP antag,GalR3 antag,MEKK3 PB1 HTS,IDE cell activ
Cc1ccc(C(=O)NCc2ccc(Cl)cc2)o1,-8,3,-0.6,0,-5,4,-3,94,1
Cc1csc(NC(=O)CSc2ccc([N+](=O)[O-])cn2)n1,-10,-2,0.8,53,6,-2,-3,99,0
Cc1ccc(O)c(-c2cc(-c3ccccc3[N+](=O)[O-])[nH]n2)c1,-1,-2,-0.8,-18,5,-35,-10,102,5
COc1c(C)cc(C(=O)C2CCCN(C(=O)CCCn3cncn3)C2)cc1C (centres undefined),-4,5,1.5,-2,0,2,-4,102,14
COc1cccc(N2CCN(C(=O)c3ccc(CS(=O)c4ccccc4C)o3)CC2)c1 (centres undefined),-15,-4,-0.3,26,0,1,2,100,-1
Cc1nc2sc(C(c3ccc(Cl)cc3)N3CCN(C(=O)c4ccco4)CC3)c(O)n2n1 (centres undefined),-2,0,-0.4,5,4,3,-1,104,-3
O=Cc1c(OCc2ccccc2)ccc2ccccc12,2,-2,-0.6,-1,-5,-17,-4,107,-1
O=C(NC(=S)Nc1nc(-c2ccccc2)cs1)c1cccs1,-9,-6,-2.1,21,0,-8,-1,111,2
C[C@@H]1CN([C@H](C)CO)C(=O)c2cc(Br)cnc2O[C@@H]1CN(C)C(=O)CC1CC1,/,7,0.6,/,/,24,-4,/,/
Cc1ccc(-c2cc(NC(=O)c3ccccc3)on2)cc1,-6,7,28,28,-6,-22,-7,103,-1
CC1(C)CC(=O)c2cnc(NC(=O)CSC(=S)N3CCCCC3)nc2C1,2,6,-1.1,33,-3,-17,-5,96,2
CC(Nc1c([N+](=O)[O-])c(=O)oc2ccccc12)c1ccccc1 (centres undefined),-1,-1,-3.7,61*,1,19,-1,112,8
CCc1cc2c(=O)n(Cc3ccco3)c(SCC(=O)NC3CCS(=O)(=O)C3)nc2s1 (centres undefined),4,-5,-1.1,-70,-1,1,-6,102,-3
CC1CCN(C(=O)C2CCN(S(=O)(=O)c3cc(Cl)ccc3Cl)CC2)CC1,-2,1,-0.7,-6,-8,-3,0,105,7
N#C/C(=C/c1ccco1)c1nc2ccccc2s1,-39,-7,3.5,-37,11,-3,-11,99,0
CCCC(c1nnnn1C1CCCC1)N1CCN(c2ccccc2F)CC1 (centres undefined),-12,4,-1.0,16,-5,-9,-6,100,0
COc1ccccc1NC(=O)Cc1noc(CSc2cccc[n+]2[O-])n1,1,1,-0.1,-20,4,5,0,102,-4
CCCCn1c(N)c(N(CCOC)C(=O)C2CCN(C(=O)c3ccccc3C)CC2)c(=O)[nH]c1=O,/,-3,-0.5,/,1,9,-3,/,6
CNC(=O)NNC(=O)c1csc(Cc2c(Cl)sc3ccc(Cl)cc23)n1,-8,-28,-1.8,43,4,-29,-3,103,7
O=C(O)c1ccnc(C(=O)O)c1,0,1,1.8,41,-4,3,-1,100,3
CC(Sc1nc2ncc(Cl)cc2[nH]1)C(=O)Nc1ccc(C(N)=O)cc1 (centres undefined),/,6,-1.2,/,5,-23,-2,/,2
CCOC(=O)c1c(NC(=O)C2C3C=CC(C3)C2C(=O)O)sc2c1CCCC2 (centres undefined),6,11,-2.4,22,4,-1,3,103,4
CC(C)(C)NC(=O)c1cc(-c2ccc3c(c2)OCO3)nc2ccccc12,-15,0,-0.2,18,8,-14,-2,103,6
COc1cccc(C(=O)Nc2cccc(-c3nnc(-c4ccco4)o3)c2)c1,-3,-10,-2.1,11,3,-11,-1,105,-15
CNCc1ccccc1Sc1ccc(OC)cc1,-5,-6,1.5,18,-1,1,-1,/,-1
# New compounds follow:
SMILES,pCIP destab,M4 PAM,CRFR2-BP ag,PHOSPHO1 block,IDE inh,CRFR2-BP antag,GalR3 antag,MEKK3 PB1 HTS,IDE cell activ
O=c1[nH]c(CSc2ccccn2)nc2ccccc12,16,11,0.1,3,-6,7,-6,100,1
COc1ccccc1NC(=O)C1Cc2ccccc2CN1C(=O)c1ccco1 (centres undefined),3,-10,1.1,36,-2,1,-1,101,0
CCCCn1c(N)c(N(CCOC)C(=O)CSc2nnc(-c3ccco3)n2CC)c(=O)[nH]c1=O,/,-4,-0.3,/,-1,4,-3,/,2
O=C(NCC(O)c1ccc([N+](=O)[O-])cc1)C(c1ccccc1)c1ccccc1 (centres undefined),-4,5,-1.4,-135,-4,-5,-9,103,2
CC(C)c1ccc(NC(=O)CN2C(=O)NC(C)(C3CC3)C2=O)cc1 (centres undefined),/,9,0.1,/,0,-18,-8,/,2
COc1cccc(CNC(=O)Cc2c(C(=O)O)[nH]c3ccccc23)c1,-3,3,-0.5,3,0,9,-10,82,-3
COc1ccnc(-n2cccc2C=O)c1C#N,-7,4,0.8,41,2,8,/,105,6
Cc1nn(C)c(C)c1CN(C)C(=O)c1cc2nc(-c3ccco3)cc(C(F)(F)F)n2n1,1,-1,22,-3,8,11,2,99,3
CN(CC(=O)Nc1c(Cl)cccc1Cl)CC(=O)N1CCc2ccccc21,/,-3,0.8,/,/,3,-5,/,/
Cc1cc(Cl)ccc1OCC(=O)N/N=C1\CCCc2ccccc21,-6,12,0.2,40,12,-25,-5,100,-7
COc1ccc(Cl)cc1C(=O)NNC(=O)c1cccc(S(=O)(=O)N(C)C)c1,0,-6,0.7,-5,5,-2,-6,103,1
CCOC(=O)c1sc(NC(=O)c2ccccc2F)c(C(N)=O)c1C,14,11,-0.1,9,6,-11,-4,104,2
COc1ccc(NC(=O)CC2C(=O)N(CCc3ccccc3)C(=S)N2Cc2cccnc2)cc1 (centres undefined),-8,-10,0.8,22,-4,-11,-5,111,2
O=c1c2c(O)cc(O)cc2oc2c(O)ccc(O[C@H]3O[C@@H](CO)[C@H](O)[C@@H](O)[C@@H]3O)c12,/,2,-1.9,/,-4,-2,-4,/,5
COc1ccccc1S(=O)(=O)Cc1ccc(C(=O)N2CCOCC2)o1,4,-1,-0.6,-8,-1,5,-3,115,4
COc1ccc(NC(=O)CSc2nnc(-c3ccoc3C)n2CCc2ccccc2)cc1,1,-5,0.8,1,13,-1,-4,101,2
CCC(CC)c1nc(NCCC(=O)O)c2ccccc2n1,-4,-9,0.0,8,-4,14,-4,103,0
Oc1cccnc1CN1CCOCC1,/,1,2.8,/,/,-9,-7,/,2
CC1(C)C=Cc2c(c3c(c4c(=O)c(-c5ccc(O)cc5)coc24)OC(C)(C)CC3)O1,0,1,1.0,-94,1,2,-9,104,10
Cc1ccc(S(=O)(=O)N2CCC[C@H]2C(=O)Nc2ccc(F)cc2C)cc1,/,4,-3.2,/,1,-15,-6,/,-1
COc1ccc(CCn2c(NN=C(C)C)nc3c2c(=O)[nH]c(=O)n3C)cc1,0,-2,-4.4,25,-3,19,-3,93,2
FC(F)(F)c1cccc(Cn2cnc(NC(=S)NCCc3ccccc3)n2)c1,4,-5,0.9,24,1,-6,5,101,2
C=CCn1cc(C(=O)N2CCN(C)CC2)c(=O)c2cc(S(=O)(=O)N(CC)CC)ccc21,-17,2,4.9,24,5,-6,-7,94,-3
Oc1ccccc1C1CCCCC1c1ccccc1 (centres undefined),-12,-6,1.8,18,-3,13,-13,107,2
Cc1ccc(Cl)cc1NC(=O)C(=O)N/N=C/c1ccc2c(c1)OCO2,-3,0,0.9,26,/,-7,2,98,8

# Arranged by SMILES length (falling): 5 of the compounds above.
SMILES,pCIP destab,M4 PAM,CRFR2-BP ag,PHOSPHO1 block,IDE inh,CRFR2-BP antag,GalR3 antag,MEKK3 PB1 HTS,IDE cell activ
FC(F)(F)c1cccc(Cn2cnc(NC(=S)NCCc3ccccc3)n2)c1,4,-5,0.9,24,1,-6,5,101,2
COc1ccccc1NC(=O)C1Cc2ccccc2CN1C(=O)c1ccco1 (centres undefined),3,-10,1.1,36,-2,1,-1,101,0
Cc1cc(Cl)ccc1OCC(=O)N/N=C1\CCCc2ccccc21,-6,12,0.2,40,12,-25,-5,100,-7
O=c1[nH]c(CSc2ccccn2)nc2ccccc12,16,11,0.1,3,-6,7,-6,100,1
Oc1cccnc1CN1CCOCC1,/,1,2.8,/,/,-9,-7,/,2

# Next part.
SMILES,pCIP destab,M4 PAM,CRFR2-BP ag,PHOSPHO1 block,IDE inh,CRFR2-BP antag,GalR3 antag,MEKK3 PB1 HTS,IDE cell activ
Cc1cccc(Nc2nnc(SCC(=O)N(C)C3CCS(=O)(=O)C3)s2)c1C (centres undefined),1,5,0.5,7,-1,0,-3,106,1
C/C(=N\NC(=O)c1c(Br)c(C)nn1C)c1cccc(NC(=O)C2CCC2)c1,-21,9,0.2,50,7,3,0,/,2
NC(=O)C(=O)N/N=C1\CCc2ccccc21,-21,7,-1.4,21,3,12,1,97,4
COc1ccc(N/C=C/C(=O)c2cc(OC)c(OC)c(OC)c2)cc1,-4,-5,-1.2,-3,2,11,-1,106,2
O=C(Nc1ccc(C(F)(F)F)cc1Cl)c1ccc(Cn2cc(Br)cn2)o1,-28,9,1.2,-46,17*,-12,-1,110,-12
O=C1CN(C(=O)/C=C/c2ccc(Br)cc2)CCN1,7,5,-1.8,15,/,-13,-7,96,2
Cc1ccc(NC(=O)CSc2nnc(/N=C/N(C)C)s2)cc1,-10,-1,-2.4,32,-5,4,-4,99,9
N#Cc1ccccc1NC(=O)CSc1ccc([N+](=O)[O-])cn1,7,-5,-2.3,9,5,12,2,97,3
O=C(COc1ccccc1)N1CCN(c2ncnc3c2cnn3-c2ccccc2)CC1,-8,0,0.5,4,8,-2,-3,104,-3
COc1ccc2[nH]c3c(c2c1)CCN1C(=O)C(CC(=O)NC(C)(C)C)C[C@H](C(=O)N(C(C)C)C(C)C)[C@@]31C (some centres undefined),/,7,-6.4,/,/,2,-6,/,4
O=[N+]([O-])c1ccc(OCCCOc2cccc3cccnc23)cc1,-13,-11,0.1,14,-1,4,-10,104,-1
COc1ccc(CNC(=O)NS(=O)(=O)c2ccc(C)cc2)cc1,/,0,-1.7,/,0,-3,-4,72,4
CC(C)OCCCNC(=O)COCC(=O)Nc1ccc(OCCc2ccccc2)cc1,-14,-4,-0.2,30,13,8,-11,106,-4
CC(NC(=O)c1ccc2c(=O)n3c(nc2c1)CCC3)c1ccc(S(N)(=O)=O)cc1 (centres undefined),/,7,-0.2,/,4,-2,1,/,-1
Cc1c(NC(=O)C(C)Sc2nc3ccccc3c(=O)n2CCO)c(=O)n(-c2ccccc2)n1C (centres undefined),-10,14,-0.5,40,-1,0,-2,99,2
Cc1ccc(S(=O)(=O)N2CCC(C(=O)NNC(=O)c3ccccc3)CC2)cc1,-13,2,-3.3,11,5,10,-6,106,-2
Cc1ccc(C(=O)NNC(=S)NC(=O)c2ccccc2)cc1,/,-68,138*,/,2,-41,-1,/,3
COc1ccc(C(=O)N2CCN(c3c(C)cccc3C)CC2)cc1OC,-17,-5,1.1,11,0,4,-1,100,0
COc1ccc(Cn2ccnc2)cc1Br,-12,1,0.1,8,1,-2,-4,101,1
CC(=O)c1cccc(S(=O)(=O)N2CCC(C(=O)NC3CCCC3)CC2)c1,/,11,0.6,/,/,-4,5,/,2
O=C(c1ccc([N+](=O)[O-])cc1[N+](=O)[O-])N1CCCC1,-1,-2,-0.8,6,-6,17,1,107,-2
O=C(Cc1ccc(S(=O)(=O)N2CCCC2)s1)N1CCN(c2ccccc2)CC1,-18,-8,-1.0,-2,7,1,3,105,-1
COc1ccc(C2C(=O)N(C3CCCCC3)CC(=O)N2Cc2ccco2)cc1 (centres undefined),0,-10,-0.5,13,6,-31,-4,92,5
Cc1nnc2ccc(-c3cccc(NC(=O)c4ccco4)c3)nn12,-2,2,0.3,-2,-1,-2,-3,113,-8
CCOc1cc(N2CCOCC2)c(OCC)cc1NC(=O)c1ccc2ccccc2n1,-5,-5,0.5,1,3,-57,2,108,9
CCCOC(=O)c1cccc(NC(=O)c2cccnc2)c1,-8,5,-0.5,-11,-1,3,-4,103,2

# Source: PubChem BioAssay
